RmlC RmlD mix – inhibitors of RmlC and RmlD coupled enzymes; RmlC/RmlD coupled enzyme inhibition, 384-well mixture HTS; inhibition, % at 5.5 µM; hit rate 0.39% among 110,000; in the data active = inhibition above about 30%, passing the limit was not always enough; inconclusive = no clear call, values can overlap the other calls; also: strong numbers were not always called active
HIV RNase H inh – blocks HIV-1 RNase H cleavage of RNA/DNA duplex | P04585 | RT-RNase H RNA/DNA duplex cleavage, fluorescence | inhibition, % at 10 µM | hit rate 1.9% among 65,000 | AID 565; in the data active = inhibition above about 50%
* marks the source's active call; other numbers are inactive results; ? = inconclusive; · = not tested or not shown. An excerpt; the hit share may differ from the screen's.

Molecule	RmlC RmlD mix	HIV RNase H inh
O=C(CCCOc1ccc(Cl)cc1Cl)NCC1CCCO1 (stereo unspecified)	-6.2	·
CCNc1ccc(S(=O)(=O)C(F)(F)F)cc1NC(=O)C12CCC(CC1)C2	-10.5	-6.4
O=c1cc(-c2ccccc2)n(S(=O)(=O)c2ccccc2)o1	8.1	·
COc1cccc(-c2csc(N3CCN(CC(=O)NNC(=O)c4ccc(Cl)cc4)CC3)n2)c1	3.0	·
CN(C)C(=O)c1ccc(Oc2ccc(C(=O)N(C)C)cc2)cc1	-16.9	-12.4
Nc1cccc(-c2nc3ccc(N)cc3s2)c1	64.2	13.2
COc1ccc(-n2c(Cc3cccn3C)nnc2SCC(=O)Nc2ccc(C)c(Cl)c2)cc1	-11.5	-30.8
CCOC(=O)C1CCCN(C(=O)c2cc(Nc3ccc(OC)cc3OC)nc3ccccc23)C1 (stereo unspecified)	5.4	·
COC(=O)CC1C(=O)NC2CCCCC2N1C(=O)c1ccccc1 (stereo unspecified)	-33.9	-15.9
Fc1ccc(C2=Nn3c(Cc4ccccc4)nnc3SC2)cc1	-13.5	-19.6
Cc1ccc2cc(CN(Cc3nnnn3C3CCCC3)C3CCCCC3)c(=O)[nH]c2c1C	4.6	12.4
CC(C)NC(=O)COc1ccc(S(=O)(=O)N2CCOCC2)cc1	-3.8	·
O=C(Cc1cn2ccsc2n1)Nc1nc2c(s1)CCCC2	-5.0	-19.8
COc1ccc(S(=O)(=O)CCc2nnc(NC(=O)c3cccs3)s2)cc1	6.8	·
COc1ccc2[nH]c(C)c(C(=O)CN3CCOCC3)c2c1	-7.6	0.3
Cc1ccc(C)c(N2CCN(CCCNC(=O)Cn3cc4c(n3)CCCCC4)CC2)c1	·	-2.4
CCc1c(C)sc(NC(=O)c2cc(-c3cc(OC)ccc3OC)on2)c1C#N	?	9.9
Cc1ccc(OC(=O)c2ccc(N3CCOCC3)c([N+](=O)[O-])c2)cc1	7.8	·
C(=N\n1cnnc1)/c1ccccn1	4.2	-0.8
Cc1ccc(SCC(=O)N2CCc3ccccc32)cc1	11.7	·
COc1ccc(CCNc2nnc(C)c(=O)[nH]2)cc1OC	8.0	·
O=C(c1nn(Cc2ccccc2)c(=O)c2ccccc12)N1CCc2ccccc2C1	-2.3	·
CCC(Cc1ccccc1)NC(=O)CSc1ccsc1[N+](=O)[O-] (stereo unspecified)	4.1	·
CCn1c(=O)c2c(nc(SCc3ccccn3)n2C)n(C)c1=O	-52.1	-0.2
O=C(CCS(=O)(=O)Cc1ccccc1)NC1CCCCC1	-5.7	-6.2
COC(=O)c1nn(-c2ccccc2)c(Cl)c1/C=N/OC(=O)c1ccc(Cl)c(Cl)c1	3.8	·
COc1ccc(C(OC(=O)c2ccco2)C(=O)NCC2CCCO2)cc1 (stereo unspecified)	10.5	-2.1
O=C(C(c1ccccc1)c1ccccc1)N1CCN(CC(O)COc2ccccc2)CC1 (stereo unspecified)	-6.1	-12.0
COc1ccc(C2c3sc(=O)[nH]c3SC3C4CCC(C4)C23)cc1 (stereo unspecified)	-18.5	36.7
CC(=O)c1c(C(C)=O)c(C)n(-c2nc(-c3ccc(C)c(C)c3)c(C)s2)c1C	-43.2	·
CCn1c(SCC(=O)c2cc(C)n(C)c2C)nnc1-c1ccccc1	-13.4	·
CCOC(=O)N1CCN(C(=O)CS(=O)(=O)c2cn(Cc3cccc(F)c3)c3ccccc23)CC1	5.6	·
Cn1ncc2c1ncn1nc(CCc3ccccc3)nc21	-8.3	0.0
COC(=O)c1[nH]c2ccc(F)cc2c1NC(=O)Nc1ccc(OC)cc1	-14.2	·
O=C1CC(Nc2ccc(N3CCOCC3)cc2)C(=O)N1c1cccc(C(F)(F)F)c1 (stereo unspecified)	-9.8	5.1
O=C1CN2C(=Nc3ccc(Cl)cc3C2c2ccccc2)CN1 (stereo unspecified)	-6.7	-7.4
CC1(C)Cc2c(sc3c2c(=O)n(Cc2ccccc2)c2nncn32)CO1	·	1.6
CCOC(=O)c1cnc2nc(NCc3ccc(OCc4ccccc4)cc3)[nH]n2c1=O	-8.9	·
COc1ccccc1-n1c(SCC(=O)NC2CCCCC2)nc2c(c1=O)SCC2	9.5	-3.7
Cc1cc2c(c(=O)n1CCN(C)C)C(c1ccncc1)C(C#N)=C(N)O2 (stereo unspecified)	-14.8	-2.0
Cc1cc(NCCCN2CCOCC2)n2nc(C)c(-c3ccc(F)cc3)c2n1	11.7	-7.0
NC(=O)c1ccccc1OCC(=O)NC12CC3CC(CC(C3)C1)C2	-7.8	·
CC1CCCC(C)N1NC(=O)c1ccc(Cl)c(S(N)(=O)=O)c1 (stereo unspecified)	4.9	·
COc1cc(CNCc2cccs2)cc(Br)c1OC	-9.5	·
Cc1cccc(NC(=S)Nc2ccc(Br)cc2)c1	9.4	·
CCN(CC)c1ccc(NC(=O)c2cc(Cl)ccc2OC)cc1	13.4	·
CCN1CCN(CCCNc2ncnc3nc[nH]c23)CC1	-17.3	0.1
CC(C)Oc1ccc(/C(O)=C2/C(=O)C(=O)N(CCN(C)C)C2c2ccco2)cc1 (stereo unspecified)	-2.6	-1.1
Cc1noc(NS(=O)(=O)c2ccc(NC(=O)CCC3CCCCC3)cc2)c1C	2.9	-4.4
CCc1cc[n+](-c2nc([O-])sc2C=O)cc1	4.0	·

New compounds follow.
Molecule	RmlC RmlD mix	HIV RNase H inh
CC1CC(C)CN(S(=O)(=O)c2ccc3c(c2)oc(=O)n3CC(=O)N2CCOCC2)C1 (stereo unspecified)	-10.7	-2.0
CCCn1c2ccccc2c2cc(C(=O)O)ccc21	·	-12.4
CCOCCc1nnc(NC(=O)C(CC)c2ccccc2)s1 (stereo unspecified)	-5.2	·
Cc1ccc(C2CC2c2n[nH]c(=S)n2-c2ccc(C)cc2)cc1 (stereo unspecified)	3.8	·
O=C(CC(c1ccccc1)(c1ccccc1)c1ccccc1)N[C@@H](Cc1ccc(O)cc1)C(=O)O	5.9	·
O=C(O)C1(c2cccc(Cl)c2)CCC1	-8.8	-1.1
CCOC(=O)c1c(NC(=O)C2CCCO2)sc2c1CCC2 (stereo unspecified)	-14.4	·
COc1cccc(-c2cc(C(=O)Nc3cnn(Cc4ccccc4C)c3)no2)c1	·	-4.3
O=C(c1cccc(F)c1)N1CCc2ccccc21	-8.2	-20.4
COc1ccc(NC(=O)CSc2nccn2-c2ccccc2)c(OC)c1	6.5	-21.3

Individual results from above:
Value of O=C(C(c1ccccc1)c1ccccc1)N1CCN(CC(O)COc2ccccc2)CC1 (stereo unspecified) under HIV RNase H inh: -12.0
Value of Nc1cccc(-c2nc3ccc(N)cc3s2)c1 under RmlC RmlD mix: 64.2

Reformatted with values under each structure: entries from further up.
Screens in order – RmlC RmlD mix | HIV RNase H inh
- NC(=O)c1ccccc1OCC(=O)NC12CC3CC(CC(C3)C1)C2
→ -7.8 | ·
- CC1CCCC(C)N1NC(=O)c1ccc(Cl)c(S(N)(=O)=O)c1 (stereo unspecified)
→ 4.9 | ·
- COc1cc(CNCc2cccs2)cc(Br)c1OC
→ -9.5 | ·
- Cc1cccc(NC(=S)Nc2ccc(Br)cc2)c1
→ 9.4 | ·

Next results
SMILES	RmlC RmlD mix	HIV RNase H inh
CCCCNC(=O)OC(C)CNC(=O)Oc1cccc(C)c1 (stereo unspecified)	9.0	-8.8
CCOC(=O)C[C@H]1c2cc(C(F)(F)F)ccc2S(=O)(=O)N1C(C)C	-11.4	·
CCOC(=O)CNC(=O)Nc1ccccc1C(=O)OC	-29.0	-1.3
O=C1c2ccccc2NC(c2c(Cl)cccc2Cl)N1Cc1ccccc1 (stereo unspecified)	-34.8	·
Cc1cc(C)nc(SCC(=O)NC2=NN=C(c3ccc(Br)cc3)CS2)n1	6.2	·
CCOC(=O)c1ccccc1OCc1cc(/C=N/n2cncn2)ccc1OC	-17.0	-8.5
CCN1C(=O)c2ccccc2S(=O)c2ccc(C(=O)N3CCCCCC3)cc21 (stereo unspecified)	·	-12.0
CCCN(CCC)c1nc2ccccc2n2c(C)nnc12	-4.7	-64.5
CC(=O)c1c(C)[nH]c(C(=O)N2CCN(c3ncccn3)CC2)c1C	5.4	-7.3
COc1cc(NC(=O)C2CC2C)c(C(=O)O)cc1OC (stereo unspecified)	-11.7	·
CCc1ccc(CNC(=O)c2cc3c(C)nc4ccccc4c3o2)cc1	-21.7	·
O=C(Oc1cccc(C(=O)N2CCOCC2)c1)c1ccc(Br)cc1	6.3	-11.9
CCCCN(c1ccccc1)c1ncnc(N)c1[N+](=O)[O-]	-3.4	·
COC(=O)c1sc(NC(=O)C(C)C)c(C(=O)OC)c1C	-3.8	-0.4
Nc1nc(SCc2ccc(Cl)cc2Cl)n[nH]1	1.1	-48.9
C/C=C/C(=O)Nc1cccc(C2=NOC3(C2)C[C@@H](C(N)=O)N(C(=O)c2cc([N+](=O)[O-])cc([N+](=O)[O-])c2C)C3)c1 (stereo partly specified)	17.4	·
Cc1ccc(NC(=O)c2cc(NC(=O)c3ccco3)ccc2N2CCOCC2)cc1Cl	-6.5	·
O=C(Nc1nc(-c2cccc(Br)c2)cs1)Oc1ccccc1	-10.7	·
CCc1cccc(NC(=O)c2ccc(Br)o2)c1	·	-3.6
CC(=O)Nc1ccc(NC(=O)C(C)OC(=O)CCC(=O)c2ccc(F)cc2)cc1 (stereo unspecified)	2.5	·
CNCCOc1ccccc1C(C)(C)C	-8.6	·
CC(C)[C@H](NC(=O)Nc1ccc(Oc2ccccc2)cc1)C(=O)O	-8.2	-1.2
COc1ccc(OC)c(NC(=O)CCCN2C(=O)C3C4C=CC(C4)C3C2=O)c1 (stereo unspecified)	0.7	-7.8
CC1CCCCN1C(=S)NCCc1ccccc1 (stereo unspecified)	?	·
O=C(CN1CCN(c2ccccc2)CC1)Nc1ccc(OCc2ccccc2)cc1	-3.4	·
COc1ccccc1OCCNC(=O)c1ccccc1C	12.5	-2.6
COCCCN1C(=O)C(=O)/C(=C(/O)c2ccc3c(c2)CC(C)O3)C1c1cccnc1 (stereo unspecified)	15.5	-9.3
COCCNc1nc2c(c(=O)n(Cc3ccc(OC)cc3)c(=O)n2C)n1C	-4.3	1.6
CC(C)C(C)(C#N)NC(=O)CSc1nnc(-c2ccncc2)n1Cc1ccccc1 (stereo unspecified)	4.8	-6.6
Cc1ccccc1NC(=S)C1=C(O)c2sccc2N(C)S1(=O)=O	-4.2	·
COCCNCC#CCOc1ccc(OC)cc1	-8.3	-2.9
COc1ccc(CC(=O)Nc2ccc(-c3noc(COc4ccccc4C)n3)cc2)cc1	2.2	27.9
CC1(C)CC(=O)C(C=Nc2ccncc2)=C(O)C1	8.7	-8.4
O=C(c1ccc(-c2ccccc2)cc1)N1CCCC1	-7.8	-8.5
CC(C)NC(=O)COc1ccc(/C=N/NS(=O)(=O)c2ccccc2)cc1	3.9	·
O=C(O)CSC1c2ccccc2C(=O)N1c1ccccc1 (stereo unspecified)	-12.3	·
O=C(CCC(=O)OC(C(=O)c1ccccc1)c1ccccc1)Nc1ccccc1 (stereo unspecified)	-345.9	·
COc1ccccc1C(=O)N1CCN(C(=O)c2ccncc2)CC1	-0.4	-3.1
CC(C)Cn1c(=O)c(C(=O)NCc2ccccn2)c(O)c2ccccc21	-4.0	-11.7
C=CCNc1nc(NC(C)(C)CO)nc(OC)n1	-7.4	·
COc1cccc(NS(=O)(=O)c2ccc(Br)s2)c1	8.6	-8.0
COc1ccccc1-c1nnc(SCC(=O)Nc2nc(-c3ccccc3)cs2)n1C	1.4	-37.0
CCOC(=O)CN1C(=O)N[C@@H](CCc2ccccc2)[C@@H](C(=O)OC)[C@H]1C	1.2	·
COc1ccc(C2(CNC(=O)C(c3ccccc3)c3ccccc3)CCOCC2)cc1OC	8.4	·
COc1ccccc1NC(=O)C1=C(C)Nc2nc(-c3cccs3)nn2C1c1cccc(O)c1 (stereo unspecified)	·	-5.5
C=C(C)C(=O)N1CC2(CC(c3cccc(NC(=O)CC(c4ccccc4)c4ccccc4)c3)=NO2)C[C@H]1C(N)=O (stereo partly specified)	-9.4	·
CCOc1ccc(C2C=C(c3ccc(C)cc3)Nc3ncnn32)cc1 (stereo unspecified)	-84.2	5.1
O=C(Nc1ccc(Br)cc1F)c1ccc2c(c1)N(Cc1ccccc1)C(=O)CS2=O (stereo unspecified)	8.2	-0.8
CCC(CC)NC(=O)c1ccc2c(c1)OCCO2	-11.3	·
O=C(CN1C(=O)c2cccc3cccc1c23)NCc1cccnc1	-5.5	-10.8

(more compounds)
SMILES	RmlC RmlD mix	HIV RNase H inh
Cn1c(N2C(=O)CC(Cc3ccccc3)C2=O)nc2ccccc21 (stereo unspecified)	6.4	·
CCNC(=O)C1CC(=O)OC12CCCCC2 (stereo unspecified)	-4.2	·
CCOC(=O)N1CCN(C(=O)C(CC(C)C)NS(=O)(=O)c2ccc3c(c2)oc(=O)n3C)CC1 (stereo unspecified)	4.8	·
O=C(NCCCn1ccnc1)C(=O)NCc1ccc(Cl)cc1	-9.1	·
O=C(CNS(=O)(=O)c1cccc(C(F)(F)F)c1)Nc1ccccc1F	7.6	-24.0
CCOC(=O)c1cnc(-n2nc(C)cc2C)nc1N1CCOCC1	-3.3	-9.1
CCOc1ccc(NC(=O)NCCCSC2CCCCC2)cc1	10.8	·
N#Cc1ccccc1Sc1ccccc1C(=O)OCc1nnc(-c2ccccc2)o1	-6.6	-49.2
COc1ccc2occ(C(=O)c3coc4ccc(O)c(CN(C)C)c34)c2c1	-3.2	-7.2
Cc1ccccc1CSc1nsc(N)n1	0.9	·
CC1(C)NC(=O)N(CC(O)COc2ccc(-c3ccccc3)cc2)C1=O (stereo unspecified)	·	-1.1
COc1ccc(CCNC(=O)COc2ccc(S(=O)(=O)N3CCOCC3)cc2)cc1	-9.0	-1.9
CCCc1cc(=O)oc2cc(Oc3ncccn3)ccc12	-5.9	2.6

Screening data as filed in PubChem.
